# TRPC6 inh: blocks the mouse TRPC6 cation channel | B-score at 10 µM | AID 2553 | hit rate 1.1% among 310,000 | HEK293-TRPC6, membrane potential dye, ACh-evoked depolarization; stronger effect = lower value;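 active means B-score under library mean minus 3 SD, initial fluorescence not abnormally high, positive integrated signal ratio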;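 further: B-score derived from integrated fluorescence ratio over the kinetic read; more negative B-score means stronger inhibition of depolarization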
# Target sequence (Q61143 whole entry, looked up): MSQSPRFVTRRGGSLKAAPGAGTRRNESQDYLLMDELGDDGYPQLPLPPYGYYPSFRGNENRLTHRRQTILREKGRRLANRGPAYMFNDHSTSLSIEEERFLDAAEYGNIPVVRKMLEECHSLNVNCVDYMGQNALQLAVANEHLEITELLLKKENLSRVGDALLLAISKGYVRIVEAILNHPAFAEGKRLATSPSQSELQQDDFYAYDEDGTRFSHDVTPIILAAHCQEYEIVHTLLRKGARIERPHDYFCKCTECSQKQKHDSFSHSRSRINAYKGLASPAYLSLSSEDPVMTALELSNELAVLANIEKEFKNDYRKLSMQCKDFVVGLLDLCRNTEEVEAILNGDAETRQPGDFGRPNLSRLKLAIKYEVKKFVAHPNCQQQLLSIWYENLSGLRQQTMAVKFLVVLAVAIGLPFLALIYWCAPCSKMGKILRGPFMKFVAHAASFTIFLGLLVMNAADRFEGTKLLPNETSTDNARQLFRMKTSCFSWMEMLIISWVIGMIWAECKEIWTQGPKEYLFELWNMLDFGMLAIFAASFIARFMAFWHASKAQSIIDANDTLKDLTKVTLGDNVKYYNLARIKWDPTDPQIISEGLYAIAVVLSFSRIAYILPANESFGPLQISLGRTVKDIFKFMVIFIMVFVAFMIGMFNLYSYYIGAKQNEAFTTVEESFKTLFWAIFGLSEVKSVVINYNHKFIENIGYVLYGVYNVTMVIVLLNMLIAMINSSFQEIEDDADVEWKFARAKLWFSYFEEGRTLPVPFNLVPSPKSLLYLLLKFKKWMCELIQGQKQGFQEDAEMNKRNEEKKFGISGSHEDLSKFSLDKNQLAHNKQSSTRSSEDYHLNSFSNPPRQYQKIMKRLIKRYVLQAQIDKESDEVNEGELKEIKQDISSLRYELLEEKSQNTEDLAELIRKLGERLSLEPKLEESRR
# MrgX1 antag: human MrgX1 receptor antagonism, primary screen; MRGX1-HEK293 calcium flux, Fluo-4, BAM8-22 antagonism; stronger effect = lower value; Q96LB2; AID 588676; hit rate 1.3% among 310,000; B-score at 10 µM;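 active means calcium-response B-score plate-corrected more than 3 library SD below zero, starting fluorescence within 5 deviations, no agonist response on first addition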;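 further: peak minus trough fluorescence over baseline after final BAM8-22 challenge near maximal dose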
# TRPC4 potent: allosteric potentiators of mouse TRPC4 channel; HEK293 TRPC4beta/mu-opioid, DAMGO EC20, Fluo-4 Ca2+ flux; stronger effect = higher value; B-score at 10 µM; hit rate 0.42% among 310,000; AID 2227;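 active means B-score of calcium response area above 5 SD of library B-scores, with initial fluorescence ratio within 5 SD of library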;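 further: B-score of integrated fluorescence ratio over time as area under calcium response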
# HIF activator: HIF pathway transcriptional activation; U2OS HRE-luciferase reporter, luminescence; normalized: DMSO 0%, desferrioxamine 100%; activation, % at 7.5 µM (by protocol); hit rate 0.32% among 300,000; AID 1910;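 active means mean activation of at least 10% of the iron chelator positive control signal, with at least half of replicates also reaching 10%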
# aSyn UTR inh: 5' untranslated region of α-synuclein, MLPCN primary screen | AID 1813 | inhibition, % (tested at 7.5 µM) | alpha-synuclein 5'UTR reporter, inhibitor activity | hit rate 0.82% among 300,000; in the data active means inhibition above about 60%;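 further: H4 neuroglioblastoma cells stably carrying SNCA 5'UTR luciferase fusion; 0% = DMSO wells and 100% = positive control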
# TRPC4 inh: blocks the mouse TRPC4 cation channel. HEK293 TRPC4beta/mu-opioid, DAMGO-evoked Fluo4 calcium flux; stronger effect = lower value. AID 2247. Q9QUQ5. B-score at 10 µM. hit rate 0.39% among 300,000;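 active means B-score over 3 SD under the library average, no early fluorescence shift, positive overall ratio signal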
#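 Assay system: TRPC4beta/mu-opioid receptor HEK293 cell line; compound dosing: single concentration per test compound; detection: Fluo4 Ca2+ flux fluorescence; evaluation: per-well B score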
# TRPC6 activator: activators of mouse TRPC6 channel. B-score at 10 µM. Q61143. hit rate 0.13% among 310,000. HEK293-TRPC6 membrane potential dye fluorescence; stronger effect = higher value;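 active means B-score of the integrated fluorescence ratio above library mean plus 3 SD, and starting fluorescence ratio within library mean plus 5 SD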;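 further: higher score means more depolarization so channel activation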
# IEC-6 cytotox: kills IEC-6 intestinal cells in KLF5 counter-screen | AID 1825 | hit rate 0.78% among 290,000 | inhibition, % at 5 µM | IEC-6 cytotoxicity, luminescence viability; in the data active means inhibition above about 22%;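 further: 0% = plate median of test compound wells and 100% = cytotoxic reference compound wells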
# SKKanGAS inh: blocks kanamycin growth of S. pyogenes SKKanGAS strain. AID 1662. hit rate 1.3% among 300,000. BacTiter-Glo, 6 h. inhibition, % at 7.5 µM;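 active means mean replicate score, as percent of positive control median, at least 50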;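 further: strain carries kanamycin resistance gene driven by streptokinase promoter and grows in 40 µg/ml kanamycin; loss of luminescence reflects streptokinase promoter inhibition or plain growth inhibition; 0% = median of DMSO wells and 100% = positive control at its reference dose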
# TRPC4 act: activators of mouse TRPC4 channel. Q9QUQ5. hit rate 0.49% among 310,000. B-score at 10 µM. HEK293 TRPC4beta/mu-opioid, Fluo4 calcium fluorescence; stronger effect = higher value;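 active means B-score above 5 SD of library B-scores, and initial fluorescence ratio not above library mean plus 5 SD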;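 further: positive B-score marks a calcium rise read as TRPC4 activation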
#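 Incubation: 45 min room-temperature Fluo4 loading, 110 s read / System: HEK293 cells stably co-expressing mouse TRPC4beta and mu-opioid receptor / Signal: Fluo4 fluorescence, kinetic / Control set: buffer (low) and maximal DAMGO (high) / Measure: integrated baseline-normalised fluorescence ratio, converted to per-well B score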
# KLF5 inh: kruppel-like factor 5 inhibition | AID 1700 | inhibition, % at 5 µM | hit rate 0.23% among 290,000 | DLD-1 KLF5 promoter-luciferase reporter, luminescence;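 active means inhibition above a per-plate limit of that plate's mean compound inhibition plus 3 SD, cut at about 60% in these data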;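 further: 0% = DMSO wells and 100% = LY294002 at 200 µM; higher means less KLF5 promoter-driven luciferase light; inactives centre near -14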
# * hit, by the source's call; i = inactive; · = no result given.
SMILES,TRPC6 inh,MrgX1 antag,TRPC4 potent,HIF activator,aSyn UTR inh,TRPC4 inh,TRPC6 activator,IEC-6 cytotox,SKKanGAS inh,TRPC4 act,KLF5 inh
Cc1nc(Nc2ccc(S(=O)(=O)N3CCCC3)cc2)c2nnn(Cc3ccccc3)c2n1,i,i,i,-1.0,49,i,i,1,18,i,-14
O=C(CSc1ccc2nnc(-c3cccnc3)n2n1)NCC1CCCO1 (stereo not drawn),i,i,i,0.0,-44,i,i,-1,2,i,5
Nc1nc2n(n1)C(=O)CC(c1ccccc1[N+](=O)[O-])N2 (stereo not drawn),i,i,i,-0.3,10,i,i,-1,-11,i,-8
C(=N\N1CCOCC1)/c1nc(-c2ccccc2)n2ccccc12,i,i,i,1.6,-32,i,i,-2,1,i,-14
CN(C)c1ccc(C(C#N)c2ccc(Cl)cc2)nn1 (stereo not drawn),i,i,i,-0.1,-25,i,i,0,-5,i,-4
Cn1c(=O)c2c(nc(CN3CCc4ccccc4C3)n2CCCO)n(C)c1=O,i,i,i,-0.4,-4,i,i,-1,-8,i,-13
CCC(CC)C1=NN2C(=N)/C(=C/c3ccc(OC(=O)c4ccco4)cc3)C(=O)N=C2S1,i,i,i,·,-5,i,i,-9,2,i,-7
c1ccc(C2CC3CC(c4ccccc4)N2O3)cc1 (stereo not drawn),i,i,i,-0.4,-14,i,i,5,1,i,-38
O=C(NC1CCCCCC1)c1ccc(CS(=O)Cc2ccccc2Cl)o1 (stereo not drawn),i,i,i,0.5,7,i,i,2,-6,i,-6
Cc1ccccc1NC(=O)CSc1nc2scc(C)c2c(=O)[nH]1,i,i,i,-0.9,-8,i,i,37*,7,i,-16
CC(=O)Nc1ccc(S(=O)(=O)N(C)c2nc3ccccc3nc2Cl)cc1,i,i,i,-0.2,-54,i,i,-8,0,i,-11
CCn1c(SCC(=O)Nc2ccc3c(c2)OCCO3)nnc1-c1cccs1,i,i,i,0.1,2,i,i,2,3,i,-23
Cc1ccn2c(C(=O)NN=C3CCN(C)CC3)c(C)nc2c1,i,i,i,0.5,7,i,i,-4,-7,i,5
CCCCC/C(=N\NC(=O)CCC(=O)NCc1ccccc1)c1ccccc1,i,i,i,0.2,38,i,i,0,1,i,-25
O=C(/C=C/c1ccccc1)C1=C(O)C(=O)N(CCO)C1c1ccc2c(c1)OCO2 (stereo not drawn),i,i,i,-0.6,-12,i,i,10,6,i,-32
CC(C)(C)NC(=O)C(Cc1ccccc1)N1C(=O)c2ccccc2C1=O (stereo not drawn),i,i,i,-0.4,0,i,i,-4,-2,i,-52
CC(=O)N1c2c(cc(Br)cc2S(=O)(=O)NCc2ccccc2)CC1C (stereo not drawn),i,i,i,-0.1,-13,i,i,-8,11,i,-5
COC(C[C@@H]1O[C@@H]1C(=O)COCc1ccccc1)OC,i,·,i,0.3,-5,i,i,·,0,i,·
CCn1c(C)cc(/C=C2\NC(=O)N(Cc3ccccc3)C2=O)c1C,i,i,i,-0.4,3,i,i,-4,4,i,-16
O=C(O)C1=C[C@@H](c2ccc(F)cc2)C[C@@H](OCCCCO)O1,i,i,i,-0.1,7,i,i,·,7,i,·
CC(C)NC(=O)COc1ccc(S(=O)(=O)N2CCCC2)cc1,i,i,i,-6.5,2,i,i,-4,1,i,-20
Cc1ccc(C(NC(=O)/C=C\c2ccc3c(c2)OCO3)C(=O)Nc2ccc3c(c2)OCO3)cc1 (stereo not drawn),i,i,i,-0.2,14,i,i,-1,10,i,-39
O=C(NCc1ccc2c(c1)OCO2)C1CCCN(S(=O)(=O)c2cccs2)C1 (stereo not drawn),i,i,i,-0.2,-2,i,i,2,-1,i,8
COC(=O)c1sc(NC(=O)c2cccc([N+](=O)[O-])c2)c(C(N)=O)c1C,i,i,i,0.2,28,i,i,5,1,i,-50
NS(=O)(=O)c1ccc(CCNC(=O)COC(=O)Cc2c(F)cccc2Cl)cc1,i,i,i,-1.2,14,i,i,-6,27,i,-6
O=C(CCS(=O)(=O)c1ccccc1)Nc1ccc(N2CCOCC2)cc1,i,i,i,0.7,16,i,i,-5,7,i,-35
Cc1ccc(-n2c(C)cc(/C=C(\C#N)C(=O)NCC3CCCO3)c2C)cc1 (stereo not drawn),i,i,i,3.0,-133,i,i,1,-2,i,-164
COC(=O)C1=C(C)N(CCCC(=O)O)C(=O)NC1c1ccc(-c2ccccc2)cc1 (stereo not drawn),i,i,i,-4.4,-11,i,i,-2,8,i,-18
CCCCCc1ccc(-c2cn(CCc3c[nH]c4ccccc34)nn2)cc1,i,i,i,-1.2,-18,i,i,-25,1,i,7
Cc1onc(-c2c(F)cccc2Cl)c1C(=O)NC1CCCCCC1,i,i,i,2.9,-14,i,i,-5,-1,i,-2
CCOc1ccc(NC(=S)N2CCCN(Cc3cc(C)ccc3C)C2)cc1,i,i,i,-0.9,15,i,i,0,11,i,-75
Cc1cccc(/C=N/NC(=O)c2cccc(Cl)c2)n1,i,i,21*,2.0,-26,i,i,-1,-8,i,-17
COc1ccc(-c2cc3ccccc3nc2N)cc1OC,i,i,i,0.2,22,i,i,2,-2,i,-49
COc1cc(SC)ccc1C(=O)Nc1nc2ccccc2[nH]1,i,i,i,-2.4,131*,i,i,77*,107*,i,100*
COC(=O)/C(=C/c1ccco1)NC(=O)c1ccco1,i,i,i,-4.5,2,i,i,-6,4,i,4
C=CCOc1ccc(/C=C/C(=O)OCC(=O)NCCCc2ccccc2)cc1,i,i,i,0.3,9,i,i,·,10,i,·
Cc1nc(-c2ccc(Cl)cc2)sc1C1(C)CC(c2ccc(Br)cc2)=NO1 (stereo not drawn),i,i,i,0.4,-37,i,i,·,10,i,·
COC(=O)c1cc(NC(=O)CC2CCCC2)cc(C(=O)OC)c1,i,i,i,1.3,3,i,i,3,0,i,-13
Cc1ccc(S(=O)(=O)C(C)C(=O)NCCS(=O)(=O)c2ccc(Cl)cc2)cc1 (stereo not drawn),i,i,i,-0.1,7,i,i,-1,2,i,-14
Cn1c(=O)c2sccc2n2c(CCCC(=O)NCc3cccnc3)nnc12,i,i,i,0.3,20,i,i,3,-1,i,-21
O=C(N/C(=C/c1cccnc1)C(=O)N1CCOCC1)c1ccccc1Br,i,i,i,-0.4,13,i,i,-3,-15,i,2
CCN(Cc1nc(-c2ccccc2)no1)C(=O)c1ccc2c(c1)OCO2,i,i,i,0.0,2,i,i,2,-2,i,-16
Cc1ccccc1-c1nc(CS(=O)(=O)CC(=O)N2CCc3ccccc3C2)c(C)o1,i,i,i,-0.1,-2,i,i,0,-5,i,-10
COc1ccc(N2CCN(CC(O)COc3ccc([N+](=O)[O-])cc3)CC2)cc1 (stereo not drawn),i,i,i,-0.2,12,i,i,-6,2,i,-12
CCOC(=O)c1cccc(NC(=O)CSc2nnc(CNc3ccc(C)cc3)n2CC)c1,i,i,i,0.0,-5,i,i,-1,-17,i,-17
COc1cccc(C(=O)N2CCN(Cc3cccc(F)c3)CC2)c1,i,i,i,-0.6,6,i,i,-6,-1,i,-3
COc1ccc(-c2onc3ccc(Br)cc23)cc1,i,i,i,0.1,-23,i,i,-4,3,i,7
O=C(O)c1ccc(/C=N/NC(=S)NCc2ccccc2)cc1,i,i,i,-0.7,2,i,i,-1,4,i,6
C=CCOC(=O)C(C#N)c1nc2ccccc2nc1N1CCCC1 (stereo not drawn),i,i,i,-0.3,26,i,i,3,8,i,-28
COc1ccc(Cc2c(O)nc(SCC(=O)N3CCCCCC3)[nH]c2=O)cc1,i,i,i,-0.8,24,i,i,-1,-3,i,-33
COc1ccc(C2CCCN2C(=O)c2cccs2)cc1 (stereo not drawn),i,i,i,0.5,2,i,i,-1,-6,i,9
Nc1cc(-c2ccc(Br)cc2)[nH]n1,i,i,i,0.0,-90,i,i,4,37,i,11
CCSc1nnc(NC(=O)c2csc(C)c2)s1,i,i,i,3.0,-176,i,i,2,3,i,-52
CSc1nc(C)cc(SCC(=O)Nc2ccccc2)n1,i,i,i,-0.1,20,i,i,11,1,i,-1
CC(C(=O)Nc1ccccc1)N1CCN(c2ccccn2)CC1 (stereo not drawn),i,i,i,0.8,-9,i,i,1,2,i,-43
CC(C)(C)OC(=O)NCCCCCNC(=O)c1[nH]cnc1C(=O)N[C@@H](Cc1ccccc1)C(=O)OCc1ccccc1,i,i,i,0.0,-12,i,i,-3,5,i,-9
Cc1cccc(C(=O)Nc2ccccc2-c2nnn(CC(=O)Nc3ccc4c(c3)OCCO4)n2)c1,i,i,i,-0.1,-23,i,i,0,59*,i,-2
CCCOC(=O)c1ccc(-n2nnnc2SCC(=O)N2CCCCC2)cc1,i,i,i,-0.2,-4,i,i,-8,7,i,-22
NNC(=O)c1cc2c(N3CCC(Cc4ccccc4)CC3)ncnc2s1,i,i,i,-2.1,-16,i,i,2,13,i,-15
O=P(OC1CCCCC1)(OC1CCCCC1)C(O)c1cccnc1 (stereo not drawn),i,i,i,·,·,i,i,-2,-3,i,-6

# Continuation.
SMILES,TRPC6 inh,MrgX1 antag,TRPC4 potent,HIF activator,aSyn UTR inh,TRPC4 inh,TRPC6 activator,IEC-6 cytotox,SKKanGAS inh,TRPC4 act,KLF5 inh
CCOc1ccccc1NC(=O)CSc1nc(=O)n(CCCN2CCOCC2)c2c1CCC2,i,i,i,-5.8,-2,i,i,·,-4,i,·
CCOC(=O)c1ccc(S(=O)(=O)N2CCN(CCC#N)CC2)cc1,i,i,i,-0.3,8,i,i,1,8,i,-10
O=C(CSc1nccn1-c1ccc(Cl)cc1)NCc1ccc2c(c1)OCO2,i,i,i,0.0,31,i,i,-8,-9,i,-84
Cc1cccc(NC(=S)NC2CCN(Cc3ccccc3)CC2)c1C,i,i,i,-0.1,21,i,i,0,-14,i,11
CSCC(=O)N1CCCC(CO)(Cc2ccccc2C)C1 (stereo not drawn),i,i,i,-0.5,9,i,i,3,4,i,-23
O=C(Nc1ccc(-c2csc(Nc3ccccc3)n2)cc1)c1cccc(C(F)(F)F)c1,i,i,i,0.4,4,i,i,·,65*,i,·
CCOC(=O)C(NC(=O)c1cccc(Cl)c1)(Nc1sc2c(c1C(N)=O)CCC2)C(F)(F)F (stereo not drawn),i,i,i,0.3,4,i,i,0,8,i,6
